High-throughput results as filed in PubChem BioAssay.
LDHA inh: blocks human lactate dehydrogenase A. activity change, % (values are at about 110 or 230 µM). purified LDHA, NADH/diaphorase-resazurin fluorescence; hits give low values. 0.15% of 480,000 active. P00338. AID 1347041; in the data active = activity change below about -30%; inconclusive = mostly about -25% to -30%;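 also: plate controls were DMSO wells for no effect and wells without enzyme for full effect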
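LDH5 2 nM; NADH 0.06 mM, pyruvate 0.2 mM; 200 mM Tris pH 7.4, EDTA, Tween-20; 5 min RT. Detection: diaphorase 0.133 mg/mL + resazurin 37 µM, fluorescence ex540/em590 at 0 and 20 min; normalized to enzyme-free and DMSO wells.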
mIDH1 inhibitor: inhibitors of human mutant IDH1 R132H | O75874 | IDH1-R132H enzyme, NADPH consumption, diaphorase/resazurin fluorescence | Potency, µM (top dose mostly 76.6 µM), for the others: at the highest dose activity change, negative = inhibition, usual class: inhibitors | 0.093% of 390,000 active | AID 602179; also: potency is read from the fitted curve at half-maximal effect; % is scaled to controls: 0 for no effect and ±100 for the full control effect; nearly all actives have a fitted effect of over 65% in size
Target sequence (O75874 whole entry R132H, stated change not applied): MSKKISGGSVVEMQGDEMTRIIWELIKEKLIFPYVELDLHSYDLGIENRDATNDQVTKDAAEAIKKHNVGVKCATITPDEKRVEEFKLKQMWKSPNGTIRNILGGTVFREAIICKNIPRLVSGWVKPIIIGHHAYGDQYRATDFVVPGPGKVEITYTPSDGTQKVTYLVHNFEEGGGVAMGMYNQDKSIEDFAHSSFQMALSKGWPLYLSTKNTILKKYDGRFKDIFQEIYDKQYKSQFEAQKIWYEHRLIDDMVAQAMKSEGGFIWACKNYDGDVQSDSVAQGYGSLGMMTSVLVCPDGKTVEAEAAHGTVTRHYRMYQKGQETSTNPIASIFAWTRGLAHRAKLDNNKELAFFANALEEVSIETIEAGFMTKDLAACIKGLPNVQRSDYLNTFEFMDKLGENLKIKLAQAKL
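IDH1-R132H (0.5 ug/mL) preincubated 30 min with compound, then NADPH (0.016 mM) and alpha-KG (2 mM) added; 80 min at RT, pH 7.5. Remaining NADPH coupled via diaphorase/resazurin to fluorescence (540/590 nm); concentration-response curves normalized to no-enzyme control.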
GRP78 ERSR act: inducers of ER stress response in human glioma cells | U87-MG GRP78 promoter luciferase reporter, 16 h | Potency, µM, inactives show at the highest dose activation, actives largely listed as activators | 0.02% of 420,000 active; also: potency is read from the fitted curve at half-maximal effect; series mostly up to about 76 µM; % of control where 0% means no effect; nearly all actives have a fitted effect of over 35% in size
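Stably transfected U87-MG glioma cells carrying a GRP78-based luciferase sensor; 16 h compound incubation. Luminescence end-point read 10 min after Bright-Glo addition at room temperature.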
Vif-A3G inh: blocks the Vif interaction with human APOBEC3G | Q9HC16 | HeLa A3G-eYFP + Vif (tagged APOBEC3G with the HIV-1 protein that degrades it), YFP fluorescence, overnight | Potency, µM (titrated, usually from 46.1 µM), for inactives: at the top dose activity, negative = active, most hits filed as inhibitors | 0.076% of 410,000 active;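 also: potency is read from the fitted curve at half-maximal effect; % is scaled to controls: 0 for no effect and ±100 for the full control effect; nearly all actives have a fitted effect of over 60% in size; hits raise eYFP signal because A3G escapes Vif-driven loss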
Target sequence (Q9HC16 whole entry, looked up): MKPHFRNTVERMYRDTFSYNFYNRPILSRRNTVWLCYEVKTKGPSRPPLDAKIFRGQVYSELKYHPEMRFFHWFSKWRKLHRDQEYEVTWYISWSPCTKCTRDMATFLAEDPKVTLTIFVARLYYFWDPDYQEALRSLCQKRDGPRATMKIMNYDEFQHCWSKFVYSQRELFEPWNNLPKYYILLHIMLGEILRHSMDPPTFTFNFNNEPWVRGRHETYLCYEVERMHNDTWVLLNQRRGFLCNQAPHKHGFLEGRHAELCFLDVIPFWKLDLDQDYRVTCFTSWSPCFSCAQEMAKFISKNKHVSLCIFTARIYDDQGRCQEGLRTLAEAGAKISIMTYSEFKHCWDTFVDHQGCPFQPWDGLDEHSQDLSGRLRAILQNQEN
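HeLa cells stably expressing Vif and C-terminally eYFP-tagged A3G, seeded overnight at 37 deg C, then exposed to compound by pintool overnight at 37 deg C. Rise in yellow fluorescence (Ex 488/Em 500-530, Acumen) marks blocked Vif-driven A3G degradation.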
TrxR1 substrate: substrates of rat thioredoxin reductase 1; Potency, µM (titrated, usually from 114 µM), for the others: at the highest dose activity change, negative = substrate turnover; purified TrxR1 substrate turnover, NADPH consumption readout; O89049; 0.01% of 390,000 active; also: potency is read from the fitted curve at half-maximal effect; % is scaled to controls: 0 for no effect and ±100 for the full control effect; nearly all actives have a fitted effect of over 50% in size
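Rat TrxR1, dispensed at 90 nM, was prereduced with 400 uM NADPH (final) for 5 min at ~22 deg C, then incubated with compound 15 min before 400 uM selenite. A first-read NADPH fluorescence drop versus no-compound background flagged substrates.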
Vif-APOBEC3F blk: blocks the Vif interaction with APOBEC3F; HeLa A3F-eYFP + Vif (tagged APOBEC3F with the HIV-1 protein that degrades it), YFP fluorescence increase; Potency, µM (highest dose often 46.1 µM), without a hit: at the top dose activity, negative = active; 0.2% of 390,000 active; AID 602313; also: potency is read from the fitted curve at half-maximal effect; % of control where 0% means no effect; nearly all actives have a fitted effect of over 65% in size
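HeLa cells stably expressing A3F-eYFP plus Vif, plated and incubated overnight at 37 deg C, then exposed to compounds overnight at 37 deg C. Blocked degradation read as raised yellow fluorescence (Ex 488/Em 500-530).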
rTrxR1 inhibitor: inhibitors of rat thioredoxin reductase 1; O89049; recombinant rTrxR1, NADPH fluorescence consumption, selenite substrate; Potency, µM (series often up to 114 µM), for inactives: at the top dose activity change, negative = inhibition, most hits filed as inhibitors; 1% of 390,000 active; AID 588453; also: potency is read from the fitted curve at half-maximal effect; % is scaled to controls: 0 for no effect and ±100 for the full control effect; nearly all actives have a fitted effect of over 65% in size
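Rat TrxR1 (90 nM in the dispensed reagent) was pre-reduced with 400 uM NADPH for 5 min at room temperature, then incubated with compound for 15 min. After 400 uM selenite was added, NADPH fluorescence (Ex 340/Em 450 nm) was followed for 8 min.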
USP1-UAF1 inh: blocks the human USP1/UAF1 deubiquitinase complex; AID 743255; 0.23% of 390,000 active; Potency, µM (top dose mostly 57.1 µM), inactives show at the highest dose activity change, negative = inhibition, hits mostly inhibitors; O94782; recombinant USP1/UAF1, Ub-Rhodamine cleavage fluorescence; also: potency is read from the fitted curve at half-maximal effect; % is scaled to controls: 0 for no effect and ±100 for the full control effect; nearly all actives have a fitted effect of over 60% in size; inactives centre near -12
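High-throughput fluorogenic screen: 1nM USP1/UAF1 complex, Ub-Rho substrate 150nM final, 50mM HEPES pH 7.8 with 0.5mM EDTA, 0.1 mg/ml BSA, 1mM TCEP and 0.01% Tween-20.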
RGS4 inh: inhibitors of human regulator of G protein signaling 4; P49798; Transcreener GDP fluorescence polarization, RGS4-accelerated GTP hydrolysis; Potency, µM (highest dose often 114 µM), for the others: at the top dose activity change, negative = inhibition, most hits filed as inhibitors; 0.039% of 390,000 active; also: potency is read from the fitted curve at half-maximal effect; % is scaled to controls: 0 for no effect and ±100 for the full control effect; nearly all actives have a fitted effect of over 75% in size; some results filed as inactive show a strong effect at the top dose
Target sequence (P49798 whole entry, looked up): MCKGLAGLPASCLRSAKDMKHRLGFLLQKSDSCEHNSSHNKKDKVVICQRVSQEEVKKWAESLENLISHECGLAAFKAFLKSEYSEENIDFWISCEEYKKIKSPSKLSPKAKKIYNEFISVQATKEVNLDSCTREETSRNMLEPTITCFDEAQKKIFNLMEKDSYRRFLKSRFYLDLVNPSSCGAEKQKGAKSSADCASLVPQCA
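MLSMR compounds (23 nl, pin-transferred) preincubated 10 min at room temperature with a 500nM (2x) first reagent, then RGS4 at 900nM (2x) plus Transcreener GDP mix added; fluorescence polarization (620/688 nm) read before and after 90 min at 30 °C.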
An asterisk follows results filed as active; u = inconclusive; & = joins results of further samples; [ ] = dose if it differs, or a comment. Unless noted, calls follow the shape of the dose curve; as a rule, active = well fitted curve in the direction sought with a large enough effect; inconclusive = small, poorly fitted or top-dose-only effect, or another doubt; inactive = no such curve, though single readings can be large; an effect the other way counts as inactive or inconclusive. A portion of the library, so the mix of outcomes need not match the whole.

Short forms – A = LDHA inh; B = mIDH1 inhibitor; C = GRP78 ERSR act; D = Vif-A3G inh; E = TrxR1 substrate; F = Vif-APOBEC3F blk; G = rTrxR1 inhibitor; H = USP1-UAF1 inh; I = RGS4 inh
CCOc1cccc(NC(=O)CSc2nc(C)c3c(c2C#N)CCCC3)c1
  A: -2	B: -4%	C: -1%	D: 1%	E: -4%	F: -13%	G: 4%	H: 0%	I: 12%
Cc1onc(-c2c(Cl)cccc2Cl)c1C(=O)NCCc1ccncc1
  A: 2	B: 1%	C: -4%	D: 0%	E: -4%	F: 2%	G: -1%	H: -17%	I: 14%
CCC1Cc2c(nc(N)c3c(N)nc(N4CCCCC4)c(C#N)c23)O1 (stereo not given)
  A: 16	B: -18%	C: -5%	D: 1%	E: 55%	F: 1%	G: 17%[57.1 µM]	H: -25%	I: -17%
COc1ccc(C(=O)N2CCC(N3CCN(c4ccccc4)CC3)CC2)cc1OC
  A: -23	B: 3%	C: -3%	D: -1%	E: -8%	F: -1%	G: -9%	H: -1%	I: 18%
CCOc1ccc(NC(=O)c2sc3nc4c(cc3c2N)CN(Cc2ccccc2)CC4)cc1
  A: -3	B: 11%	C: -3%	D: -11%	E: 5%	F: u	G: 29%	H: 0%	I: -4%
C=CCNc1nc(C(=O)OCC(=O)Nc2ccccc2C(F)(F)F)cs1
  A: -14	B: -3%	C: -3%	D: -6%	E: 6%	F: -10%	G: 22%	H: -22%	I: -6%
Cc1ccc(-c2c3c(=O)n(C)c(=O)n(C)c3cn2Cc2ccccc2)cc1
  A: 5	B: 2%	C: -2%	D: -1%	E: 8%	F: -1%	G: u	H: -20%	I: -40%
CCC(C)n1ncn(-c2ccc(N3CCN(c4ccc(O)cc4)CC3)cc2)c1=O (stereo not given)
  A: 20	B: 0%	C: -2%	D: -7%	E: -6%	F: -4%	G: -14%	H: -22%	I: -11%
CCCSc1nc2c3c(sc2c(=O)[nH]1)CC(C)(CC)OC3 (stereo not given)
  A: -3	B: 0%	C: -2%	D: 5%	E: -4%	F: -12%	G: -7%	H: -12%	I: -29%
Cn1c(SCc2ccccc2)nnc1-c1cccs1
  A: -10	B: 6%	C: 2%	D: -6%	E: 6%	F: -9%	G: 13%	H: -27%	I: -16%
C/C(=N\NC(=O)c1cccs1)c1ccncc1
  A: -5	B: -3%	C: 7%	D: -7%	E: -10%	F: 3%	G: -1%	H: -13%	I: 2%
Cc1ccccc1NC(=O)c1c(NC(=O)C(F)(F)F)sc2c1CCCCC2
  A: 4	B: -12%	C: -1%	D: 7%	E: 0%	F: -7%	G: 4%	H: -2%	I: -48%
O=C(O)C/C=C(/NC(=O)OCc1ccccc1)C(=O)OCc1ccccc1
  A: -3	B: -7%	C: 0%	D: 2%	E: -8%	F: -3%	G: u	H: -3%	I: -9%
O=C(NC(CO)Cc1ccc([N+](=O)[O-])cc1)C(Cl)Cl (stereo not given)
  A: -8	B: 10%	C: -8%	D: 0%	E: 5%	F: 5%	G: 23%	H: -10%	I: 18%
CC(C(=O)OCc1nnc(-c2ccccc2)o1)N1C(=O)c2ccccc2C1=O (stereo not given)
  A: -4	B: 3%	C: -1%	D: -5%	E: -2%	F: 1%	G: 9%	H: -15%	I: -14%
COc1cc(C=O)ccc1Oc1nnnn1-c1ccccc1
  A: -3	B: 21%	C: -3%	D: 3%	E: -12%	F: 6%	G: -10%	H: -13%	I: -1%
Cc1ccc(-c2nc(N)n(S(=O)(=O)c3ccc(C)cc3)n2)cc1
  A: -9	B: -2%	C: -2%	D: -1%	E: -1%[57.1 µM]	F: 8%	G: -13%[57.1 µM]	H: 1%	I: 13%
Cc1ccc(Cl)cc1N(CC(=O)Nc1cccc(N(C)S(C)(=O)=O)c1)S(C)(=O)=O
  A: -5	B: 8%	C: 6%	D: 2%	E: -11%	F: 13%	G: 6%[57.1 µM]	H: -26%	I: -10%
CCc1nnc(NC(=O)c2ccc(COc3ccc(C)cc3)o2)s1
  A: 4	B: 7%	C: -2%	D: 3%	E: 0%	F: -2%	G: 14%	H: -22%	I: -8%
COc1ccc(C2C(C(C)=O)=C(O)C(=O)N2CCc2ccccc2)c(OC)c1 (stereo not given)
  A: 1	B: 9%	C: -4%	D: 0%	E: -20%	F: -2%	G: -31%	H: -6%	I: 21%
CCOC(=O)c1c(C)[nH]c(C)c1S(=O)(=O)NCC1CCN(Cc2ccc(C)cc2)CC1
  A: 1	B: -7%	C: -5%	D: -4%	E: 0%	F: 0%	G: 19%	H: -10%	I: 26%
CCOc1cnc(-c2c(-c3ccccc3Cl)noc2C)o1
  A: -1	B: 6%	C: -3%	D: 0%	E: -8%[57.1 µM]	F: 12%	G: 23%[57.1 µM]	H: -11%	I: u
Cc1ccccc1N(C)S(=O)(=O)c1nnc(NC(=O)c2ccco2)s1
  A: 0&3	B: -3%&17%	C: -3%&0%	D: -2%&1%	E: 0%&-4%	F: -1%&-4%	G: 24%&-4%	H: -13%&-4%	I: 4%&-14%
CCCC(=O)N1CCc2cc(-c3nc(N)sc3C)ccc21
  A: -7	B: -8%	C: 5%	D: 5%	E: -2%[57.1 µM]	F: 7%	G: -3%[57.1 µM]	H: -3%	I: -3%
O=c1ccc(S(=O)(=O)N2CCCC2)c[nH]1
  A: -9	B: 0%	C: -3%	D: 0%	E: 2%	F: 4%	G: 21%	H: -14%	I: 5%

Next results follow.
Short forms – A = LDHA inh; B = mIDH1 inhibitor; C = GRP78 ERSR act; D = Vif-A3G inh; E = TrxR1 substrate; F = Vif-APOBEC3F blk; G = rTrxR1 inhibitor; H = USP1-UAF1 inh; I = RGS4 inh
O=C(CC(C(=O)O)c1ccc(Cl)cc1)c1ccccc1 (stereo not given)
  A: -5	B: -16%	C: -3%	D: -5%	E: -1%	F: -10%	G: 10%	H: -7%	I: 14%
O=C(Nc1cccc(F)c1)c1ccccc1
  A: -11	B: 8%	C: 5%	D: -14%	E: 9%	F: -1%	G: 14%	H: -7%	I: 19%
CCOC(=O)Nc1cc2c(cc1[N+](=O)[O-])-c1ccccc1C2=O
  A: -4	B: -2%	C: 1%	D: -3%	E: -3%	F: 1%	G: 5%	H: -20%	I: -6%
CC(C)N(C(=O)C(F)(F)F)C(C(=O)NC1CCCCC1)c1ccncc1 (stereo not given)
  A: -8	B: 0%	C: -3%	D: -3%	E: 8%	F: -8%	G: 11%	H: -16%	I: -5%
CN(CC(=O)Nc1ccc(N2CCOCC2)cc1)C(=O)CCc1cc(C(C)(C)C)c(O)c(C(C)(C)C)c1
  A: 6	B: 2%	C: 6%	D: 0%	E: -9%	F: 5%	G: -1%	H: -16%	I: -28%
CCN(CC(=O)Nc1c(F)cccc1F)C(=O)c1cccc(S(=O)(=O)N(C)c2ccccc2)c1
  A: -6	B: -2%	C: 1%	D: 1%	E: 3%	F: 7%	G: 20%	H: -20%	I: 5%
CCc1ccc(-n2nc(CO)c(C(=O)NCc3ccccc3Cl)n2)cc1
  A: -4	B: -12%	C: 4%	D: 3%	E: 15%	F: 0%	G: 11%	H: -26%	I: 3%
COc1ccccc1NC(=S)NC(=O)/C=C/c1cccs1
  A: 2	B: 4%	C: -4%	D: -8%	E: -1%[57.1 µM]	F: -25%	G: -19%[57.1 µM]	H: -25%	I: -24%
Cc1cc(O)c(C(c2ccc(F)cc2)N2CCCCC2)c(=O)n1Cc1ccco1 (stereo not given)
  A: -3	B: -3%	C: -3%	D: -1%	E: -3%[57.1 µM]	F: 4%	G: u	H: -21%	I: 2%
COc1cccc(C(=O)CC(C(=O)O)c2ccc(F)cc2)c1 (stereo not given)
  A: -5	B: 0%	C: -4%	D: -6%	E: 5%	F: u	G: 22%	H: -20%	I: 9%
COc1cccc(OCc2nnc(SCC(=O)NCc3ccco3)n2CCc2ccccc2)c1
  A: 2	B: -2%	C: 0%	D: -1%	E: -10%	F: 4%	G: u	H: -15%	I: -48%
CC(C)CNC(=O)NC(=O)CSc1nc2ccccc2n1CC(C)C
  A: -10	B: 0%	C: -5%	D: -5%	E: 2%[57.1 µM]	F: 2%	G: 12%[57.1 µM]	H: -1%	I: -9%
Cc1ccc(C(=O)n2c3ccccc3c3ccccc32)cc1
  A: 0	B: 11%	C: -3%	D: u	E: -6%[57.1 µM]	F: 0%	G: 6%[57.1 µM]	H: -24%	I: -32%
O=C(Nc1cccc(O)c1)c1ccc([N+](=O)[O-])cc1Cl
  A: -3	B: -4%	C: 2%	D: -2%	E: 1%	F: -5%	G: 5%	H: -9%	I: 27%
CC(C(=O)Nc1ccc([N+](=O)[O-])cc1)N1CCN(C/C=C/c2ccccc2)CC1 (stereo not given)
  A: 3	B: 0%	C: -3%	D: -1%	E: -12%	F: -15%	G: -7%	H: -1%	I: -15%

Results in Vif-APOBEC3F blk, for three of the compounds above:
compound	Vif-APOBEC3F blk
COc1cccc(C(=O)CC(C(=O)O)c2ccc(F)cc2)c1 (stereo not given)	u
COc1cccc(OCc2nnc(SCC(=O)NCc3ccco3)n2CCc2ccccc2)c1	4%
CC(C)CNC(=O)NC(=O)CSc1nc2ccccc2n1CC(C)C	2%
